Compound activity as filed in PubChem BioAssay.
influenza NS1A – NS1A inhibition, H1N1 influenza, cell based functional assay (AID 504329). NS1A functional cell-based assay, percent inhibition; higher % means a stronger effect. inhibition, % at 12.5 µM; hits with a dose series show IC50 in µM. 0.3% of 340,000 active; in the data active = a potency from the dose series; inconclusive = inhibition above about 27% without an active follow-up result; also: strong numbers were not always called active
Salmonella PhoP GFP – Inhibition of PhoP regulon, Salmonella typhi GFP reporter cells, confirmation, 4 h (AID 1850) | Salmonella Typhi PhoP-promoter GFP reporter, fluorescence, 4 h; higher % means a stronger effect | inhibition, % at 50 µM; hits with a dose series show IC50 in µM | 0.33% of 310,000 active; in the data active = a potency from the dose series; inconclusive = inhibition mostly from about 25% at the one dose, without a potency; inactive = the rest, 99 in 100 with inhibition below about 19%;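 also: 0% = induced wells with vehicle and 100% = uninduced wells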
M. tuberculosis HTS – M. tuberculosis growth inhibition, HTS (AID 449762); M. tuberculosis H37Rv growth inhibition, 7H9 media; higher % means a stronger effect; inhibition, % at 25 µM, or IC50 in µM where a hit was titrated; 0.59% of 330,000 active; in the data active = a potency from the dose series; inconclusive = inhibition above about 70% without an active follow-up result;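 also: bacterial growth assessed after seven days of incubation; strong numbers were not always called active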
VEEV TC-83 Vero – inhibitors of VEEV TC-83 cytopathic effect, confirmation, Vero cells (AID 588727); Vero cells, VEEV TC-83 cytopathic effect inhibition; higher % means a stronger effect; inhibition, % at 20 µM, or IC50 in µM where a hit was titrated; 0.13% of 350,000 active; in the data active = a potency from the dose series; inconclusive = inhibition mostly from about 14% at the one dose, without a potency; inactive = the rest, 99 in 100 with inhibition below about 12%; also: strong numbers were not always called active
tuberculosis growth – growth inhibition of non-replicating M. tuberculosis (AID 488890) | inhibition, % at 25 µM, or IC50 in µM where a hit was titrated | Mycobacterium tuberculosis non-replicating, growth inhibition; higher % means a stronger effect | 0.39% of 320,000 active; in the data active = a potency from the dose series; inconclusive = inhibition mostly from about 82% at the one dose, without a potency; inactive = the rest, 99 in 100 with inhibition below about 76%;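 also: plate controls were DMSO cells for no effect and high antibiotic wells for full effect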
The depositor's hits bear a star; i = inactive; u = inconclusive; x = no result given.

Key to letters: A = influenza NS1A; B = Salmonella PhoP GFP; C = M. tuberculosis HTS; D = VEEV TC-83 Vero; E = tuberculosis growth
SMILES: COc1ccc(C2C3=C(CCCC3=O)Nc3nc(SCc4ccccc4)nn32)cc1OC (stereo not given)
  A: -21% | B: -4% | C: -24% | D: 2.1% | E: 5%
SMILES: Cc1cccc(NC(=O)C(C)Oc2ccccc2C)n1 (stereo not given)
  A: -1% | B: 1% | C: 1% | D: 0.6% | E: 6%
SMILES: CC(C)(C)C(=O)N1CCN(c2ccnc3cc(Cl)ccc23)CC1
  A: 6% | B: 2% | C: 10% | D: 1.5% | E: 24%
SMILES: COc1ccc(NC(=O)C2CCCN(S(=O)(=O)c3c(C)[nH]c(=O)[nH]c3=O)C2)cc1 (stereo not given)
  A: -9% | B: 7% | C: -2% | D: i | E: 1%
SMILES: C[C@H](CO)N1C[C@H](C)[C@@H](CN(C)C(=O)NC2CCCCC2)Oc2ccc(NS(=O)(=O)c3cn(C)cn3)cc2C1=O
  A: -10% | B: x | C: 5% | D: i | E: 2%
SMILES: O=C(Nc1cccnc1)Nc1cc(Cl)cc(Cl)c1
  A: -6% | B: -8% | C: u | D: i | E: 58%
SMILES: O=C(NCc1ccccc1)c1csc2c1CCCC2
  A: -3% | B: 7% | C: 11% | D: 0.5% | E: 62%
SMILES: CCN1C(=O)/C(=C\c2cccc(OC(=O)c3ccco3)c2)SC1=S
  A: 17% | B: 2% | C: -6% | D: i | E: 1%
SMILES: CCn1c(=O)cc(N2CCC3(CC2)OCCO3)[nH]c1=O
  A: 33% | B: -5% | C: -5% | D: 1.1% | E: -8%
SMILES: COc1ccc(C2C3=C(CC(C)(C)CC3=O)Oc3ncn(CCCn4ccnc4)c(=N)c32)cc1 (stereo not given)
  A: 3% | B: -2% | C: -4% | D: 1.0% | E: 25%
SMILES: O=C(Nc1nnc(-c2ccc(F)cc2)o1)c1cc(Cl)sc1Cl
  A: -8% | B: 5% | C: u | D: i | E: 8µM*
SMILES: CCOc1ccnc(OCC)c1Br
  A: -7% | B: -5% | C: 1% | D: 0.5% | E: -9%
SMILES: COc1cc(CCC(=O)Nc2cc(Cl)ccc2N2CCN(C)CC2)cc(OC)c1OC
  A: 5% | B: 14% | C: -7% | D: i | E: 40%
SMILES: C[C@@]12CCC3[C@@](CCC4[C@@]3(C)CCC[C@@]4(C)C(=O)Nc3ccc(Cl)cc3)(CC1=O)C2 (stereo not given in full)
  A: 5% | B: x | C: 3% | D: 0.1% | E: -2%
SMILES: CCCCN(CCCC)C(=O)c1cn(CC)c2cc(N3CCN(C)CC3)c(F)cc2c1=O
  A: -4% | B: 4.2µM* | C: 1% | D: i | E: 30%

Given as comma-separated lines: part of the list above
Compound,influenza NS1A,Salmonella PhoP GFP,M. tuberculosis HTS,VEEV TC-83 Vero,tuberculosis growth
CCn1c(=O)cc(N2CCC3(CC2)OCCO3)[nH]c1=O,33%,-5%,-5%,1.1%,-8%
COc1ccc(C2C3=C(CC(C)(C)CC3=O)Oc3ncn(CCCn4ccnc4)c(=N)c32)cc1 (stereo not given),3%,-2%,-4%,1.0%,25%

More results
Key to letters: A = influenza NS1A; B = Salmonella PhoP GFP; C = M. tuberculosis HTS; D = VEEV TC-83 Vero; E = tuberculosis growth
SMILES: CCOC(=O)C1CCN(C(=O)c2ccc(OCC(=O)Nc3cccc(C(F)(F)F)c3)cc2)CC1
  A: -18% | B: -1% | C: u | D: 3.2% | E: 3%
SMILES: Cn1c(=O)c2c(nc(CN3CCN(Cc4ccccc4)CC3)n2Cc2cccc(Cl)c2)n(C)c1=O
  A: -6% | B: 6% | C: -9% | D: 4.2% | E: 35%
SMILES: CC(C(=O)NCC1(c2ccccc2)CCCC1)N1CCCC1 (stereo not given)
  A: -6% | B: -5% | C: 6% | D: 1.3% | E: -3%
SMILES: COc1ccc(CCNC(=O)c2ccc(CNS(=O)(=O)c3ccccc3)cc2)cc1OC
  A: -3% | B: -4% | C: 6% | D: 7.8% | E: 11%
SMILES: CCN(CC)c1ccc(/C=C2\C(=O)c3ccc(C(=O)O)cc3C2=O)cc1
  A: 21% | B: -5% | C: 0% | D: 2.6% | E: 12%
SMILES: O=C1OC(N2CCN(c3ccccn3)CC2)c2ccccc21 (stereo not given)
  A: -1% | B: 7% | C: -3% | D: 0.8% | E: -8%
SMILES: CCOc1ccccc1N(C(=O)c1snc(C(N)=O)c1N)C(C(=O)NCCC(C)C)c1ccco1 (stereo not given)
  A: -1% | B: 4% | C: 35% | D: 0.8% | E: 54%
SMILES: Cc1cc(C)c(C#N)c(Nc2cccc(Br)c2)n1
  A: 7% | B: 6% | C: 8% | D: 1.0% | E: 25%
SMILES: C[N+](C)(C)CCNC(=O)c1cc[n+](Cc2ccccc2)c(/C=N/O)c1
  A: 0% | B: -2% | C: 1% | D: 0.4% | E: -5%
SMILES: CCn1cc(C(=O)N2CCN(c3ccccc3)CC2)c(=O)c2cc(S(=O)(=O)N3CCOCC3)ccc21
  A: 5% | B: 1% | C: 3% | D: 1.5% | E: -6%
SMILES: C[C@H]1C=C(C(=O)NC2CC2)O[C@@H](OCc2ccc(CO)cc2)C1
  A: 0% | B: 0% | C: -4% | D: 1.9% | E: 2%
SMILES: CSc1cccc(NC(=O)C2CCN(C(=O)c3ccccc3C)CC2)c1
  A: 4% | B: -10% | C: 5% | D: 2.0% | E: -9%
SMILES: C[N+]1(CC(=O)OC2CCCCCCCCCCC2)CCCC1
  A: -10% | B: -25% | C: 10% | D: i | E: 27%
SMILES: COC(=O)CC1SC(=O)NC1=Nc1ccc(O)cc1 (stereo not given)
  A: 10% | B: 4% | C: -4% | D: 0.4% | E: -7%
SMILES: CCOc1ccc(S(N)(=O)=O)cc1-c1nc2c(C(C)(C)C)nn(C)c2c(=O)[nH]1
  A: -12% | B: -4% | C: -4% | D: 2.4% | E: 10%
SMILES: Cn1c(N)c(C(=O)COC(=O)c2ccc3c(c2)OCCO3)c(=O)n(C)c1=O
  A: 0% | B: 14% | C: -7% | D: 5.5% | E: -15%
SMILES: COC(=O)c1nc2cc3c(cc2c(C)c1C(=O)OC)OCO3
  A: 8% | B: 10% | C: -11% | D: 0.2% | E: 1%
SMILES: O=C(CN1CCN(c2ccc(O)cc2)CC1)Nc1ccccc1C(=O)NCCc1ccccc1
  A: -2% | B: x | C: -10% | D: 6.4% | E: 51%
SMILES: CC12CN(Cc3ccccc3)CC(C)(CN(Cc3ccccc3)C1)C2=O
  A: -11% | B: 6% | C: -2% | D: i | E: 6%
SMILES: CCN1CCC2(CC1)N=C(c1ccc(F)cc1)C(=S)N2C(=O)c1ccc(C)cc1
  A: 4% | B: 23% | C: 2% | D: 0.7% | E: -11%
SMILES: CNS(=O)(=O)c1ccc(C(=O)NCC(=O)NCC2COc3ccccc3O2)cc1 (stereo not given)
  A: -6% | B: x | C: -7% | D: 2.0% | E: -9%
SMILES: CCCCCCCC(=O)N/N=C/c1ccncc1
  A: -4% | B: 16% | C: u | D: 0.8% | E: 4%
SMILES: CCCCN1C(=O)CC(C(=O)O)C1c1ccc(OC)cc1 (stereo not given)
  A: 1% | B: 17% | C: -1% | D: 4.0% | E: -5%
SMILES: O=[N+]([O-])c1cc(C(F)(F)F)ccc1SCC(O)CO (stereo not given)
  A: 0% | B: 5% | C: 6% | D: i | E: -3%
SMILES: N#CC1(c2ccccc2)CCCN1C(=O)c1ccco1 (stereo not given)
  A: 10% | B: -3% | C: -11% | D: 0.5% | E: -9%
SMILES: CC(=O)c1cccc(N(C(=O)Cn2nnc3ccccc32)C(C(=O)NC2CCCCC2)c2cn(C)nc2C)c1 (stereo not given)
  A: 5% | B: 3% | C: 3% | D: 0.6% | E: 2%
SMILES: Cc1c(C)c2c(OCC(=O)N[C@@H](Cc3ccccc3)C(=O)O)cc3c(c2oc1=O)CCC(C)(C)O3
  A: 1% | B: 9% | C: -3% | D: 4.1% | E: -2%
SMILES: C/C(=C(\C#N)C(=O)NCc1ccccc1)N(C)C
  A: -16% | B: -4% | C: 1% | D: i | E: 5%
SMILES: O=S(=O)(N/N=C\c1cccnc1)c1ccccc1
  A: -5% | B: -2% | C: -7% | D: 1.5% | E: 3%
SMILES: COc1ccc(C(CNC(=O)c2cccc(S(=O)(=O)N3CCc4ccccc43)c2)N(C)C)cc1 (stereo not given)
  A: 4% | B: x | C: 5% | D: i | E: 50%
SMILES: COc1c2c(cc3oc(=O)c4c5ccc(O)cc5oc4c13)OC(C)(C)CC2
  A: -6% | B: 6% | C: 0% | D: 7.3% | E: 4%
SMILES: COc1ccc(OCC(=O)Nc2nc3cc4c(cc3s2)OCCO4)cc1
  A: 2% | B: x | C: -3% | D: 1.4% | E: 25%
SMILES: O=C(N/N=C/c1ccc(Br)cc1)c1cc[n+](Cc2ccccc2)cc1
  A: 1% | B: -1% | C: -1% | D: 0.1% | E: 18%
SMILES: CC(=O)c1cccc(NC(=O)C2COc3ccccc3O2)c1 (stereo not given)
  A: -3% | B: -4% | C: -24% | D: 1.7% | E: i
SMILES: Cc1ccccc1/C=N\NC(=O)c1ccc(Cn2cccn2)o1
  A: -8% | B: -12% | C: 4% | D: 0.4% | E: -11%
SMILES: CC(OC(=O)C1=COCCO1)C(=O)NC1(C#N)CCCCC1 (stereo not given)
  A: 2% | B: x | C: -4% | D: i | E: -11%
SMILES: CCS(=O)(=O)C1=NN2C(=N)/C(=C\c3ccc(OS(=O)(=O)c4ccccc4)c(OC)c3)C(=O)N=C2S1
  A: x | B: -32% | C: 10% | D: x | E: -3%
SMILES: CC(C)N=C(NS(=O)(=O)c1ccccc1)C(Cl)(Cl)Cl
  A: 4% | B: 2% | C: -8% | D: 22% | E: 5%
SMILES: N=C1C(c2nc3ccccc3[nH]2)=C(O)CN1c1ccccc1
  A: -10% | B: 7% | C: 3% | D: 2.3% | E: 41%
SMILES: Cc1ccccc1-n1c(C)nc2ccccc21
  A: 5% | B: 3% | C: -3% | D: 0.6% | E: 28%
SMILES: Cc1cc(C(=O)N/N=C/c2cccn2C)no1
  A: 2% | B: -11% | C: 2% | D: 1.3% | E: 8%
SMILES: COCCCNC(=O)Cn1c(=O)n(Cc2ccccc2Cl)c(=O)c2cc(OC)c(OC)cc21
  A: -11% | B: 12% | C: 7% | D: i | E: 11%
SMILES: CCCN(CC(=O)Nc1ccccc1OC)C(=O)CCC(=O)c1ccc(Cl)s1
  A: -14% | B: x | C: -11% | D: 8.4% | E: 3%
SMILES: NC(=O)CC1(CC(=O)O)CCCCC1
  A: -11% | B: -6% | C: -1% | D: 0.5% | E: -1%
SMILES: Cc1cc(Br)ccc1NC(=O)CNC(=O)CSc1ncccn1
  A: -3% | B: x | C: 2% | D: 0.6% | E: 6%
SMILES: O=C(NCc1ccco1)c1cnn2cccnc12
  A: -4% | B: -8% | C: -12% | D: i | E: 1%
SMILES: N#Cc1c(F)cccc1NCCCn1ccnc1
  A: 8% | B: 8% | C: 0% | D: i | E: 2%
SMILES: O=C(c1cccc(Cl)c1)N1CCN(C2CCCCC2)CC1
  A: -7% | B: 2% | C: 13% | D: 0.2% | E: 12%
SMILES: Cc1cccc(C(=O)N[C@H](C(=O)Nc2nc3ccccc3[nH]2)C(C)C)c1
  A: -13% | B: -11% | C: -5% | D: 7.8% | E: 20%
SMILES: COC(=O)[C@]1(Cc2ccccc2)N[C@H](c2ccc(-c3ccc(Cl)c(Cl)c3)cc2)[C@@H]2C(=O)N(C)C(=O)[C@@H]21
  A: 9% | B: 0% | C: 11% | D: i | E: 22%
SMILES: CCOC(=O)C1CCCN(c2nc(C)nc3c2oc2ccccc23)C1 (stereo not given)
  A: -2% | B: -7% | C: 27% | D: 1.6% | E: 29%
SMILES: COc1ccc(C2=Nn3c(nnc3-c3ccccn3)SC2)cc1OC
  A: 7% | B: 12% | C: 6% | D: 2.7% | E: 12%
SMILES: O=C(CCC1CCCCC1)NCc1ccccn1
  A: 15% | B: -2% | C: -9% | D: 0.4% | E: x
SMILES: COc1cc(CN2CCC(C(=O)NC3CCCC3)CC2)cc(OC)c1O
  A: -3% | B: -6% | C: 3% | D: 2.0% | E: 8%
SMILES: CCc1ccccc1NC(=O)C1CCCN1C(=O)Nc1ccc(C)cc1 (stereo not given)
  A: 8% | B: 0% | C: 1% | D: 1.9% | E: 6%
SMILES: Cc1ccccc1CN(c1ccc(C(=O)Nc2ccccc2C(=O)NCc2ccco2)cc1)S(C)(=O)=O
  A: 7% | B: 1% | C: x | D: i | E: x
SMILES: Cc1ccc(N2C(=O)CC(Sc3nc(-c4ccccc4)c4cc(Cl)ccc4n3)C2=O)c(C)c1 (stereo not given)
  A: 5% | B: 4% | C: -5% | D: 1.6% | E: -4%
SMILES: O=c1c2ccccc2sc2ccccc12
  A: 5% | B: x | C: x | D: 0.3% | E: x
SMILES: CC[C@@H]1CN(C)[C@H]2Cc3c([nH]c4ccccc34)C(=O)C[C@@H]1[C@@H]2C(=O)OC
  A: -4% | B: 7% | C: -6% | D: 4.3% | E: 7%

Compounds were not picked by outcome; overall some 1.5% were active at least once.
